From PubChem BioAssay
IL2 activator: IL-2 activation; IL-2 activation reporter assay, cell-based qHTS; stimulated with anti-CD3/CD4/CD28 beads; in transgenic mouse T cells; activation, % (series mostly up to about 46 µM); 360,000 tested, 0.065% active; in the data active = activation above about 50%; inconclusive = mostly about 30% to 49%; note: 0% is about no effect
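Readout: EGFP and DsRed signals by fluorescent plate cytometry. Unstimulated transgenic mouse T cells received compound 60 min before antibody-bead stimulation, then incubated 18 h at 37 degrees C.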
EPAC2 agonist: agonists of human EPAC2 (RAPGEF4); Q8WZA2; EPAC2 activation, biochemical qHTS; response scale: 100% = 6.5 mM cAMP response; Potency, µM (doses to about 154 µM), for the others: at the highest dose activation, hits mostly activators; 360,000 tested, 0.079% active; note: potency is the fitted concentration of half-maximal effect; nearly all actives have a fitted effect of over 50% in size
Target sequence (Q8WZA2 whole entry, looked up): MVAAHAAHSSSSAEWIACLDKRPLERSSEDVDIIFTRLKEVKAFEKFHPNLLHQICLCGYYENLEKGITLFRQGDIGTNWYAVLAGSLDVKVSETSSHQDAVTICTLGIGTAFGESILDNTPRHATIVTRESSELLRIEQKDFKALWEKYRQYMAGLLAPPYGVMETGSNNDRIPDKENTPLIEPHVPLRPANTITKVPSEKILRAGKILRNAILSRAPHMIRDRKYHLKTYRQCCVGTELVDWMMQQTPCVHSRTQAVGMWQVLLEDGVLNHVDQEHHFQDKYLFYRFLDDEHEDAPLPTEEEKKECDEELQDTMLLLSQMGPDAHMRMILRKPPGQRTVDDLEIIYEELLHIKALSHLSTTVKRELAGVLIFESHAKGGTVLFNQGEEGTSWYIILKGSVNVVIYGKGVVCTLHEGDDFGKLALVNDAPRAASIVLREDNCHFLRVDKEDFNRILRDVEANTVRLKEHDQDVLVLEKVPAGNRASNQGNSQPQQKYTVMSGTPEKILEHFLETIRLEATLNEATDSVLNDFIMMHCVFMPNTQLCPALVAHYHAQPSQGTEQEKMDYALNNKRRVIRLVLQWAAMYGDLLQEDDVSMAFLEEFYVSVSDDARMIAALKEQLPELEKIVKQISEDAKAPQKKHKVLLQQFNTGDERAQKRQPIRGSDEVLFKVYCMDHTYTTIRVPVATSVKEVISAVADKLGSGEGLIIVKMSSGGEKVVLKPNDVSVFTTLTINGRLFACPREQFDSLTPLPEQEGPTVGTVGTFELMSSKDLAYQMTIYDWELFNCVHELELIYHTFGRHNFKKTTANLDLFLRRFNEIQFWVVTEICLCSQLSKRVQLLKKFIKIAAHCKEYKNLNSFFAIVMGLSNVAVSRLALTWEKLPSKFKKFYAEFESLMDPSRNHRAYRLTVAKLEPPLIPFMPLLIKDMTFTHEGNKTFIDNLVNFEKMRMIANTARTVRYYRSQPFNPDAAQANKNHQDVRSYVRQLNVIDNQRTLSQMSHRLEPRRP
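EPAC2 (100 nM) mixed with Rap1B loaded with BODIPY-GDP (250 nM) plus 50 uM unlabeled GDP; compounds pinned in, 5 min RT, then read every 5 min for 30 min (ex 480, em 540 nm). Normalized to cAMP control.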
A549 viability: kills or reduces viability of A549 cells in Nrf2 counter-screen; A549 ARE-Fluc cells, CellTiter-Fluor viability, 18-24 h; Potency, µM (series often up to 46 µM), inactives show top-dose activity change, negative = cytotoxicity, most hits filed as inhibitors; 390,000 tested, 0.16% active; AID 504648; note: potency is the fitted concentration of half-maximal effect; % is set by controls: 0 for no effect and ±100 for the full control effect
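Cytotoxicity counterscreen: CellTiter-Fluor fluorescence was measured in A549 ARE_Fluc cells after 18-24 h of compound exposure in a concentration series. The subsequent BugLite luminescent read reports ARE-luciferase activity.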
ATXN2 expr inh: inhibitors of ATXN2 expression; 360,000 tested, 0.72% active; Potency, µM (titrated, usually from 57 µM), for the others: top-dose activity change, negative = inhibition, usual class: inhibitors; AID 1745845; HEK-293 ATXN2-luciferase reporter, luminescence, 24 h; note: potency is the fitted concentration of half-maximal effect; % is set by controls: 0 for no effect and ±100 for the full control effect; nearly all actives have a fitted effect of over 55% in size
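ATXN2-luciferase reporter cells (luciferase flanked by upstream and downstream ATXN2 gene portions) were treated 24 h at 37 °C with compounds at up to 57 uM. SteadyGlo luminescence gave expression; GF-AFC fluorescence gave viability.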
HepG2 viability: kills HepG2 cells in TGF-b inhibitor counter-screen; 410,000 tested, 0.76% active; AID 588856; Potency, µM (highest dose often 46.1 µM), for the others: at the top dose activity change, negative = cytotoxicity, most hits filed as cytotoxic; HepG2 CAGA-GFP viability, ATP luminescence, 18 h; note: potency is the fitted concentration of half-maximal effect; some results filed as inactive show a strong effect at the top dose
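HepG2 CAGA-GFP cells (1000/well, DMEM with 1% FBS) received compound, then TGF-beta at 500 pg/mL final, and were incubated 18 hours at 37 degrees C. Viability was read by CellTiter-Glo luminescence. Media-only wells were set as complete cell-killing and DMSO as no toxicity.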
Nrf2 activator: Nrf2 pathway activation | Potency, µM (top dose mostly 46.1 µM), without a hit: at the highest dose activation, most hits filed as activators | 410,000 tested, 0.31% active | AREc32 ARE-luciferase reporter (MCF7-derived line), luminescence, 24 h | AID 624171; note: potency is the fitted concentration of half-maximal effect; % of control where 0% means no effect; nearly all actives have a fitted effect of over 65% in size
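AREc32 cells carrying an ARE-driven firefly luciferase reporter were seeded at 1000 cells/well in OPTI-MEM with 5% FBS, then exposed to compound for 24 hr at 37 deg C. Luminescence was read with Steady-Glo after 30 min at RT.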
ATXN viability: viability counter-screen for ATXN expression inhibitors; S2 cells (HEK-293 line with an ATXN2-luciferase reporter) viability, CellTiter-Fluor protease fluorescence, 24 h; Potency, µM (highest dose often 56.7 µM), usual class: cytotoxic; 400,000 tested, 0.49% active; note: potency is the fitted concentration of half-maximal effect; nearly all actives have a fitted effect of over 40% in size
TGFb inhibitor: TGF-b pathway inhibition; Potency, µM (highest dose often 46.1 µM), for the others: at the top dose activity, negative = inhibition, hits mostly inhibitors; AID 588855; 410,000 tested, 1.2% active; HepG2 CAGA-GFP TGF-b/SMAD3 reporter, GFP fluorescence, 18 h; TGF-beta stimulated, 500 pg/mL final; note: potency is the fitted concentration of half-maximal effect; % is set by controls: 0 for no effect and ±100 for the full control effect; nearly all actives have a fitted effect of over 65% in size
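Smad-responsive CAGA-GFP expression was quantified in HEPG2 cells exposed to compounds and 500 pg/mL final TGF-beta for 18 h at 37 degrees C; unstimulated wells defined full inhibition.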
Nrf2 inh: Nrf2 pathway inhibition. AID 504444. Potency, µM (highest dose often 46 µM), for the others: at the highest dose activity change, negative = inhibition, actives largely listed as inhibitors. A549 ARE-Fluc reporter, luciferase luminescence, 18-24 h. 360,000 tested, 2.1% active; note: potency is the fitted concentration of half-maximal effect; % is set by controls: 0 for no effect and ±100 for the full control effect; nearly all actives have a fitted effect of over 60% in size
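Reporter: ARE-Fluc in A549. Exposure: 18-24 h, 37 °C, 5% CO2, 5% FBS OPTI-MEM. Readouts: fluorescent cytotoxicity (CellTiter-Fluor), then luminescent Nrf2 signal after BugLite.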
Active calls of the source: *; i = inactive; ? = inconclusive; nt = no result given; & = joins results of further samples; [ ] = remark or other dose. Unless noted, calls come from the whole dose curve; as a rule, active = well fitted curve in the direction sought with a large enough effect; inconclusive = small, poorly fitted or top-dose-only effect, or another doubt; inactive = no such curve, though single readings can be large; an effect the other way counts as inactive or inconclusive. Outcome played no part in choosing rows; any-hit rate near 4.3%.

SMILES	IL2 activator	EPAC2 agonist	A549 viability	ATXN2 expr inh	HepG2 viability	Nrf2 activator	ATXN viability	TGFb inhibitor	Nrf2 inh
CC1(C)CC(NC(=O)c2cc(S(=O)(=O)N3CCOCC3)ccc2Cl)CC(C)(C)N1	0.4	5.7%	2.7%	2.7%	1.3%	-1.0%	i	-5.6%	4.4%
Cc1ccc(NC(=O)N2CCc3ccccc3C2)cc1	1.0	19.1%	-5.5%	41.0%[activator]	0.0%	2.7%	i	-17.1%	?
CCCCCOc1ccc(C(=O)Nc2ccc(N3CCOCC3)cc2N2CCOCC2)cc1	-0.4	-5.8%	-5.2%	7.0%	5.1%	0.1%	i	12.9%	1.8%
OCC1(CC2CCCCO2)CCN(Cc2ccccc2-c2ccco2)CC1 (stereo not given)	0.8	-1.4%	5.3%	-6.6%	-5.8%	12.3%	nt	-12.1%	3.5%
Cc1ccc2nc(Cc3ccc(N)cc3)[nH]c2c1	-2.9	16.4%	11.6%	51.3%[activator]	-6.9%	0.2%	i	5.4%	17.5%
Cc1cc(-c2ccc(C)c(S(=O)(=O)NCc3cccc(Br)c3)c2)on1	10.7	16.5%	-1.4%&14.5%	-16.4%	-20.6%&-50.0%	0.2%&-0.3%	i	?	?
N#Cc1ccc(OCC(=O)OCCCOC(=O)COc2ccc(C#N)cc2)cc1	-4.1	10.8%	-1.5%	-1.3%	3.9%	-0.7%	i	0.1%	-3.0%
COc1ccc(CNC(=O)CCCn2nc(C)c3sc4ccccc4c3c2=O)cc1OC	nt	nt	3.8%	nt	-18.0%	-0.2%	nt	0.2%	?
Cc1ccc(OCC(O)CN2CCOCC2)cc1C (stereo not given)	1.6	0.2%	-0.6%	nt	13.5%	-1.1%	i	0.4%	3.3%
CCOC(=O)CSc1nnc(-c2ccccc2)c(-c2ccccc2)n1	0.2	20.1%	9.0%	4.0%	-6.0%	-0.2%	i	11.1%	15.3%
Cn1cc(C(F)(F)F)nc1-c1ccc(OCC(O)CNCCOc2ccc(O)c(C(N)=O)c2)cc1 (stereo not given)	1.2	1.9%	4.5%	-12.3%	-17.1%	2.2%	i	37.4%[activator]	-14.8%
COc1ccc(-c2nc(NC(=O)c3n[nH]c(=O)c4ccccc34)sc2C)cc1	0.0	6.1%	-3.7%	0.1%	-24.7%	-0.6%	i	0.0%	?
O=C1C2C3C=CC(CC3)C2C(=O)N1/N=C/c1ccc(O)c(O)c1 (stereo not given)	0.2	3.9%	3.2%	3.0%	-7.7%	2.4%	i	?	24.3%
Cc1cccc(NC(=O)NC2CCCCCCC2)c1	-0.8	11.6%	-6.1%	59.4%[activator]	-20.1%	-0.1%	i	-23.1%	?
CN(C)CCCn1c(SCC(=O)Nc2sc3c(c2C#N)CCCC3)nnc1-c1ccncc1	-0.1	5.3%	13.7%	-2.1%	0.5%	0.0%	i	0.1%	-3.2%
COC(=O)CNC(=O)C(CCSC)NC(C)=O (stereo not given)	0.3	5.2%	-8.8%	6.0%	2.2%	4.5%	i	-5.9%	11.3%
Cc1cccc(N(CC(=O)NCCSCc2ccccc2)S(=O)(=O)c2ccccc2)c1C	nt	nt	-8.0%	?	-42.6%	0.5%	i	-11.8%	?
CC1(C(=O)Nc2ccc(F)c(Cl)c2)Cc2c(-c3ccccc3)ccnc2O1 (stereo not given)	-0.2	4.3%	nt	-6.4%	-16.3%	5.8%	i	?	nt
CC(C)CCC(C)NC(=O)CN1C(=O)NC(C)(c2ccc3ccccc3c2)C1=O (stereo not given)	-1.9	11.1%	-19.2%	-18.8%	2.4%	0.2%	i	0.0%	?
CCCCC(=O)c1ccc(OC(=O)c2ccc([N+](=O)[O-])cc2)cc1	0.4	13.4%	1.7%	-15.1%	1.1%	4.1%	i	-8.4%	1.7%
O=C(Nc1ccc(Oc2ccc(NC(=O)Nc3ccccc3Cl)cc2)cc1)Nc1ccccc1Cl	-3.4	-3.6%	-7.3%	-29.0%	8.9%	-1.1%	i	0.0%	-27.5%
CCN1CCSc2ccc(C(=O)NC(C)c3ccccc3)cc21 (stereo not given)	nt	nt	1.8%	-1.1%	2.0%	3.6%	i	-4.7%	11.8%
CCOc1ccccc1CNCCCSc1nnnn1C	nt	nt	3.4%	-11.2%	-0.9%	0.2%	?	-6.9%	5.7%
C[C@@H]1CN([C@H](C)CO)C(=O)c2cc(NC(=O)Nc3ccc(C(F)(F)F)cc3)ccc2O[C@H]1CN(C)C(=O)Nc1ccc(F)cc1	0.2	0.2%	2.7%	-29.8%	-0.1%	0.2%	i	?	?

An excerpt from above in order of heavy-atom count, ascending:
SMILES	IL2 activator	EPAC2 agonist	A549 viability	ATXN2 expr inh	HepG2 viability	Nrf2 activator	ATXN viability	TGFb inhibitor	Nrf2 inh
COC(=O)CNC(=O)C(CCSC)NC(C)=O (stereo not given)	0.3	5.2%	-8.8%	6.0%	2.2%	4.5%	i	-5.9%	11.3%
CCOc1ccccc1CNCCCSc1nnnn1C	nt	nt	3.4%	-11.2%	-0.9%	0.2%	?	-6.9%	5.7%
O=C1C2C3C=CC(CC3)C2C(=O)N1/N=C/c1ccc(O)c(O)c1 (stereo not given)	0.2	3.9%	3.2%	3.0%	-7.7%	2.4%	i	?	24.3%
CCCCC(=O)c1ccc(OC(=O)c2ccc([N+](=O)[O-])cc2)cc1	0.4	13.4%	1.7%	-15.1%	1.1%	4.1%	i	-8.4%	1.7%
CC1(C(=O)Nc2ccc(F)c(Cl)c2)Cc2c(-c3ccccc3)ccnc2O1 (stereo not given)	-0.2	4.3%	nt	-6.4%	-16.3%	5.8%	i	?	nt
CC(C)CCC(C)NC(=O)CN1C(=O)NC(C)(c2ccc3ccccc3c2)C1=O (stereo not given)	-1.9	11.1%	-19.2%	-18.8%	2.4%	0.2%	i	0.0%	?
Cc1cccc(N(CC(=O)NCCSCc2ccccc2)S(=O)(=O)c2ccccc2)c1C	nt	nt	-8.0%	?	-42.6%	0.5%	i	-11.8%	?
CN(C)CCCn1c(SCC(=O)Nc2sc3c(c2C#N)CCCC3)nnc1-c1ccncc1	-0.1	5.3%	13.7%	-2.1%	0.5%	0.0%	i	0.1%	-3.2%
O=C(Nc1ccc(Oc2ccc(NC(=O)Nc3ccccc3Cl)cc2)cc1)Nc1ccccc1Cl	-3.4	-3.6%	-7.3%	-29.0%	8.9%	-1.1%	i	0.0%	-27.5%

Additional structures follow:
SMILES	IL2 activator	EPAC2 agonist	A549 viability	ATXN2 expr inh	HepG2 viability	Nrf2 activator	ATXN viability	TGFb inhibitor	Nrf2 inh
COc1ccc(C(NC(=O)/C=C/c2ccco2)c2ccc(OC)c(OC)c2)cc1OC	-3.0	1.5%	-5.2%	8.4%	10.3%	1.0%	i	?	-2.4%
COc1ccc(CCNC(=O)C2CCC(CNc3c(N4CCCC4)c(=O)c3=O)CC2)cc1OC (stereo not given)	-0.5	8.9%	6.1%	0.3%	-6.4%	0.3%	i	-2.1%	2.3%
C=CCN(Cc1cccs1)C(=O)COc1ccc2c(c1)OCO2	0.4	-0.2%	3.8%	22.5%	-20.0%	0.5%	i	7.2%	?
c1coc(Cn2nnnc2CN2CCN(C3CCCC3)CC2)c1	0.0	3.5%	0.3%	-2.3%	5.0%	-0.2%	i	-3.4%	14.5%
CN1OC[C@@H]2CN(C(=O)Nc3ccccc3)[C@H](c3ccc(N4CCCCC4)cc3)C[C@@H]21	0.5	-0.2%	nt	8.6%	2.8%	-1.1%	?	-9.7%	nt
CC(=O)c1cccc(NC(=O)Nc2c(C)nn(C)c2C)c1	-3.0	-6.6%	-9.2%	10.6%	-4.9%	0.5%	i	-0.9%	1.8%
COc1cccc(NC(=O)Cc2c(C(=O)O)[nH]c3ccccc23)c1	2.9	7.2%	15.1%	-12.3%	9.1%	0.2%	i	1.2%	-13.0%
CCOc1ccccc1C(=O)OCC(=O)Nc1cc(S(=O)(=O)N2CCOCC2)ccc1C	-0.1	6.1%	7.6%	5.5%	-1.1%	0.4%	i	0.5%	7.5%
Cc1nc2sccn2c(=O)c1S(=O)(=O)Nc1ccc(N2CCN(C(=O)C(C)C)CC2)cc1	-0.7	8.4%	2.1%&-0.1%	-12.9%&-20.5%	-11.1%&-20.1%	-0.3%&1.4%	i	5.9%&-10.0%	0.3%&3.4%
CCN(CC)S(=O)(=O)c1ccc(Cl)c(NC(=O)COC(=O)/C=C/c2ccc(O)c(OC)c2)c1	-4.7	7.8%	-4.0%	-1.7%	5.5%	3.7%	?	19.3%	2.1%
C/C(CC1CC(COCC(C)C)OC1=O)=N\Nc1nc(-c2ccccc2)cs1 (stereo not given)	-2.5	13.9%	-0.8%	7.7%	0.0%	4.1%	i	-8.5%	2.1%
CC1=C(C#N)C(Nc2ccc(C)cn2)(C(F)(F)F)C(=O)N1 (stereo not given)	-0.8	4.9%	-5.0%	nt	-1.5%	-1.2%	nt	-23.1%	3.5%
CCCCS(=O)(=O)NC(=O)C1(C)CCN1C(=O)C/C=C/c1ccccc1 (stereo not given)	-0.2	-1.6%	nt	11.3%	-7.3%	0.7%	i	2.9%	nt
COC(=O)C1C(C(=O)OC)C1(c1ccccc1)c1ccccc1 (stereo not given)	1.2	2.0%	10.8%	-9.5%	-1.9%	-0.4%	i	12.6%	1.5%
N#CC1=C2SC=C(c3ccc(Br)cc3)N2CCCC1=O	-3.4	2.7%	0.4%	-3.0%	-43.5%	6.7%	i	?	?
CC(C)C[C@H]1CNC(=S)N1CC1CCN(CCCC2CCCC2)CC1	-0.9	4.9%	-6.7%	-7.6%	-27.1%	3.2%	i	?	-6.2%
